ABHD5-PLIN5 inh: ABHD5-PLIN5 interaction inhibitors, primary screen, cell lysate, split luciferase complementation, luminescence; Perilipin-5 (Homo sapiens) + 1-acylglycerol-3-phosphate O-acyltransferase ABHD5 (Homo …; Split G. princeps luciferase complementation, 4 h; inhibition, % at 4 µM; 0.78% of 360,000 active;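 active = inhibition above the mean inhibition across every tested compound plus 3 SD, cut at about 22% in these data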;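 note: 0% = DMSO only wells and the 100% control is not disclosed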
Target sequence (Q00G26 whole entry, looked up): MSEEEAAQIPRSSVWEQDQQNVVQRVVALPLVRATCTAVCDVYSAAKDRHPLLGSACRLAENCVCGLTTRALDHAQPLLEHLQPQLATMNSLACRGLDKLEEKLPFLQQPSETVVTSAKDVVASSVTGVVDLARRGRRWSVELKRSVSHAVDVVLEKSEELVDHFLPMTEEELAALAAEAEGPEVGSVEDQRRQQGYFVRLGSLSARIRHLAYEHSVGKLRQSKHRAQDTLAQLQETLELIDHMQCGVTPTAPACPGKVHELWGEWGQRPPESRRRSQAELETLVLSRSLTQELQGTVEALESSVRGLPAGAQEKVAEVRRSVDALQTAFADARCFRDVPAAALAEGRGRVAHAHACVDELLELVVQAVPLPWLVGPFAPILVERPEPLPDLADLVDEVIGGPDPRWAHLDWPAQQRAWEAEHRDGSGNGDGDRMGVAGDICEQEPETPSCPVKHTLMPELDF
Target sequence (Q8WTS1 whole entry, looked up): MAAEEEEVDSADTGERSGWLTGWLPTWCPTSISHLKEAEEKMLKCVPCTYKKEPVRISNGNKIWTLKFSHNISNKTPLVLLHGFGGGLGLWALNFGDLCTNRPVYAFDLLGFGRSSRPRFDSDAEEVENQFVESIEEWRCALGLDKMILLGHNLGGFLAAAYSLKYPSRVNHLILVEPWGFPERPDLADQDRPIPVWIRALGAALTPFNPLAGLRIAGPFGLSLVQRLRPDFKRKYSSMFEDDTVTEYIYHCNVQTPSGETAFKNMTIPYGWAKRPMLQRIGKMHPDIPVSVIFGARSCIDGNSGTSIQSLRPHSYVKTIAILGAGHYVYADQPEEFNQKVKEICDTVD
HTR2A ag: mouse Htr2a agonists via beta-arrestin recruitment, primary screen, cell-based, luminescence; activation, % at 7.6 µM; 5-hydroxytryptamine receptor 2A (Mus musculus), P35363; 0.66% of 360,000 active; CHO-K1 mHTR2A beta-arrestin complementation; percent of 30 µM serotonin response;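 active = activation above a run cutoff, the mean activation of all tested compounds plus 3 SD, cut at about 14% in these data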;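 note: 0% = plate median of compound wells and 100% = 30 µM serotonin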
MC4R antag cAMP: MC4R antagonists of cAMP signaling, primary screen, cell-based, TR-FRET, antagonist arm of biased-ligand search; AID 540295, 2011; 0.48% of 360,000 active; Melanocortin receptor 4 (Homo sapiens), P32245; MC4R-expressing cells, MTII-stimulated cAMP, LANCE TR-FRET; inhibition, % at 6.5 µM;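 active = inhibition above its plate's cutoff, the mean of tested wells on that plate plus 3 SD, cut at about 29% in these data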;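 note: 0% = Melanotan II alone and 100% = Melanotan II plus saturating MCL0020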
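Material: U2OS-MC4R stable cell line | Reagent: Melanotan II challenge after compound preincubation | Doses: One concentration, 6.5 µM nominal | Incubation: 30-min compound preincubation, 1-h Melanotan II challenge, 1-h detection, room temperature | Signal: TR-FRET cAMP assay | Replicates: One well per compound, no replicates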
N-glyco inh: increase of ERlucT glycosylation luciferase signal, primary screen, N-linked glycosylation inhibitor project, D54 ERlucT cells, luminescence, set 2 | D54 ERlucT glycosylation luciferase reporter, 24 h; percent of 100 nM tunicamycin response | reporter increase, % at 12.5 µM | 0.23% of 360,000 active | AID 588692, 2011;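 active = mean luciferase reporter signal, scaled so untreated is 0 and the glycosylation-blocking control 100, at or above a set limit in every replicate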;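 note: luciferase carries N-glycosylation sites so blocking glycosylation raises the light; 0% = median of neutral control wells and 100% = median of 100 nM tunicamycin wells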
Exocytosis inh: LAMP-1 surface exposure blockers, TALL-104 cells – cell-based, flow cytometry, MLPCN library, primary screen; TALL-104 LAMP-1 surface exposure; cells stimulated with thapsigargin and PMA; inhibition, % at 10 µM; 0.66% of 360,000 active; AID 651702, 2012;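 active = inhibition above about 55%, limit read from the data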
ABCB6 inh 2: ABCB6 transporter inhibitors, primary screen, K562-ABCB6 cells, flow cytometry, MLPCN library. K562-ABCB6 porphyrin accumulation, 1 h; active compounds read low. fluorescence ratio to DMSO, % at 10 µM. 0.19% of 360,000 active. AID 602162, 2011;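 active = fluorescence ratio to DMSO below 75%, the collection mean minus 3 SD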;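 note: signal is porphyrin accumulated inside mitochondria; 100% equals median channel fluorescence of DMSO control wells; lower ratio means ABCB6 inhibition with less porphyrin fluorescence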
MC4R barr agon: MC4R agonists recruiting beta-arrestin, primary screen, cell-based, luminescence, agonist arm of biased-ligand search. U2OS MC4R beta-arrestin complementation; percent of melanotan II response, DMSO zero. AID 540308, 2011. activation, % at 8.9 µM. 0.98% of 360,000 active. Melanocortin receptor 4 (Homo sapiens), P32245;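 active = activation above a per-plate cutoff, the mean activation of sample wells on that plate plus 3 SD, cut at about 8% in these data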
H9c2 protect: cardioprotection against H2O2-induced cell death, primary screen, uHTS, H9c2 cells, ATPLite luminescence. H9c2 cardiomyocytes, H2O2 injury protection, 2 h. 0.63% of 360,000 active. protection from H2O2 cell death, % at 20 µM;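 active = compounds giving at least 50% protection of heart cells from peroxide-induced death in the single-dose screen, raw or plate-pattern-corrected value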;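 note: 0% = DMSO wells with peroxide and 100% = DMSO wells without peroxide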
aDG glyco up: activators of alpha-DG glycosylation, primary screen, uHTS, Pro5-aDG cells, AlphaScreen. alpha-DG glycosylation AlphaScreen (IIH6); 0% Pro5, 100% B10-LARGE cell signal. activation, % at 10 µM. 0.22% of 360,000 active. AID 624168, 2012;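 active = activation of at least 8% versus controls, or a plate z-score of at least 8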;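 note: Pro5 are CHO cells carrying HIG-tagged alpha-DG that lacks glycosylation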
hiPSC survival: enhancers of single-cell hiPSC survival, primary screen, ATPlite luminescence. 0.044% of 360,000 active. 100% = ROCK inhibitor wells, 0% = DMSO. AID 602274, 2012. survival enhancement, % at 20 µM; in the data active = survival enhancement above about 18%;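 note: cells exposed to compounds for 16 hours before the ATP read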
* = called active by the depositor; nt = no result given. No enrichment for hits; about 4.5% have a hit in one of these screens.

Value order – ABHD5-PLIN5 inh | HTR2A ag | MC4R antag cAMP | N-glyco inh | Exocytosis inh | ABCB6 inh 2 | MC4R barr agon | H9c2 protect | aDG glyco up | hiPSC survival
O=C(CN1CCSCC1)N/N=C/c1ccc(F)cc1
→ -4 | 3 | -1 | 6 | -1 | 96 | 0.3 | 1 | -0.2 | -0.2
C=CCN(c1ccccc1)S(=O)(=O)c1ccc(Cl)c(C(=O)OCC(=O)N(C)C2CCS(=O)(=O)C2)c1 (stereo not drawn)
→ -3 | -1 | 4 | 0 | 0 | 101 | 1.5 | -16 | 0.3 | -0.5
Cc1ccc(CN2CCNC(=O)C2CC(=O)N(C)CCc2cnn(C)c2)cc1 (stereo not drawn)
→ 0 | -5 | 1 | 0 | -2 | 98 | -3.9 | 3 | 0.3 | -0.3
CCOC(=O)C1=C(CC)Nc2ccccc2N=C1NC(=O)c1ccc(OC)c(S(=O)(=O)N2CCCCC2C)c1 (stereo not drawn)
→ -2 | 8 | 22 | -3 | -2 | 98 | -3.4 | 15 | 1.1 | 0.8
Cn1cc([N+](=O)[O-])c(C(=O)N(Cc2ccccc2)Cc2ccccc2)n1
→ -4 | -2 | -5 | 1 | -4 | 107 | 0.0 | -2 | 0.1 | 3.8
CCCc1cc(=O)[nH]c(SC/C=C/c2ccccc2)n1
→ -5 | -5 | 5 | 0 | -7 | 96 | -1.1 | 4 | 0.0 | -0.8
Fc1cccc(Cl)c1CSc1ccc(-c2ccco2)nn1
→ 16 | 6 | 0 | -1 | -18 | 101 | 3.2 | -11 | 0.5 | -0.3
COc1cccc(-c2cc3nc(NCCOc4ccccc4Cl)n(C)c(=O)c3s2)c1
→ 8 | -1 | 10 | 1 | 33 | 98 | 2.6 | 6 | -0.4 | 3.6
CC(C)NC(=O)NC(=O)CSc1ccccc1F
→ -2 | 4 | 3 | 4 | 3 | 103 | 0.2 | 0 | 0.0 | -1.7
CCOC(=O)c1cnc2c(ccc3ccccc32)c1NCCN(C)C
→ 10 | -10 | 5 | 9 | 15 | 107 | 1.1 | 3 | -0.1 | -0.4
Cc1nc(SCc2ccccc2)c(C(F)(F)F)c(=O)[nH]1
→ -8 | -6 | 0 | 1 | -2 | 102 | 0.9 | 13 | -0.1 | -1.9
COc1ccc(-c2ccc(CCC(=O)O)n2NC(=O)c2ccc(O)cc2)cc1
→ 2 | 4 | 3 | 1 | 4 | 106 | -2.4 | 0 | -0.3 | -0.3
CC(C)c1ccc(NC(=S)NC2CCN(Cc3ccccc3)CC2)cc1
→ 2 | -8 | 7 | -6 | 15 | 102 | 2.6 | -5 | 3.3 | -3.5
O=C(Nc1nnc2n1CCS2)c1ccc(Br)o1
→ -9 | -4 | -4 | 0 | 2 | 102 | -1.6 | -3 | -0.1 | 0.3
Cc1cc(C)cc(C(=O)Nc2c3c(nn2C(C)(C)C)CS(=O)(=O)C3)c1
→ -11 | 0 | 0 | -1 | -9 | 101 | -1.7 | -4 | -0.1 | 1.6
CCc1ccc(NC(=O)CSc2nnc(Cc3cccn3C)n2-c2ccc(F)cc2)cc1
→ 1 | 7 | 7 | 0 | 0 | 103 | 2.7 | -8 | -0.2 | -1.6
c1ccc(-c2csc(NC3=NCCCCC3)n2)cc1
→ 6 | -1 | 0 | 1 | 2 | 95 | -0.6 | 2 | -0.3 | -1.7
Cc1ccc(NC(=O)Cn2nc(C(=O)O)c3ccccc3c2=O)cc1S(=O)(=O)N1CCCCCC1
→ -12 | -3 | 23 | 2 | 3 | 100 | -0.6 | 5 | -0.2 | 1.6
CC1CCCN(S(=O)(=O)c2ccc3c(c2)c(=O)nc2ccc(Cl)cn23)C1 (stereo not drawn)
→ 9 | 1 | 5 | -2 | -14 | 97 | -1.0 | 0 | 0.0 | -0.8
Cc1nc(N2CCN(c3ccccn3)CC2)c2c(C)c(C(=O)N3CCN(c4ccccc4F)CC3)sc2n1
→ 3 | -11 | -3 | 3 | 56* | 100 | -2.3 | 8 | -0.2 | 0.7

Additional records
Value order – ABHD5-PLIN5 inh | HTR2A ag | MC4R antag cAMP | N-glyco inh | Exocytosis inh | ABCB6 inh 2 | MC4R barr agon | H9c2 protect | aDG glyco up | hiPSC survival
CCCn1cc(S(=O)(=O)c2ccc(C)cc2)c(=O)c2cc(OC)ccc21
→ -1 | 4 | -3 | 0 | 0 | 100 | -3.6 | 11 | -0.1 | 0.1
Cc1ccccc1S(=O)(=O)N1C(c2ccc(Cl)c(Cl)c2)CC=C(C(=O)O)C1c1cccc(Br)c1 (stereo not drawn)
→ -1 | 3 | nt | nt | 7 | nt | nt | nt | -0.1 | nt
Cc1ccc(NC(=O)c2nc[nH]c2C(=O)N2CCOCC2)c(C(=O)c2ccccc2)c1
→ -4 | 1 | 18 | 3 | 1 | 93 | -2.4 | 6 | -0.2 | -0.8
Cc1csc(SCc2c(C(=O)O)oc3ccccc23)n1
→ -3 | -1 | 2 | 1 | -3 | 94 | -3.4 | 5 | 0.8 | -2.1
CCOC(=O)N1CCN(C(=O)CSCC(=O)Nc2nc(-c3ccccc3)cs2)CC1
→ -3 | -5 | 18 | 3 | 0 | 97 | 1.6 | 0 | -0.1 | 8.1
COCCCNC(=O)C1CCCN(S(=O)(=O)c2cccc3nsnc23)C1 (stereo not drawn)
→ 5 | 6 | 0 | 4 | 6 | 97 | -1.2 | 4 | 0.0 | 0.4
CCOC(=O)C1CCCN(C(=O)c2cn(CC)c3ccc(S(=O)(=O)N4CCCC4)cc3c2=O)C1 (stereo not drawn)
→ 3 | 2 | 1 | 1 | 6 | 92 | -1.8 | 3 | 0.0 | -0.7
COc1ccc(NC(=O)c2cc([N+](=O)[O-])ccc2N2CCCCC2)cc1OC
→ -5 | -3 | -6 | -3 | -7 | 104 | -0.9 | -1 | -0.4 | -1.3
Cc1[nH]n(-c2ccccc2)c(=O)c1C(=O)c1ccc([N+](=O)[O-])cc1
→ -12 | 1 | 6 | 0 | -1 | 98 | 0.3 | -7 | -0.3 | -0.5
COc1ccc(NC(=O)CC2C(=O)N(CCc3ccccc3)C(=S)N2Cc2cccnc2)cc1 (stereo not drawn)
→ 1 | 1 | 13 | 0 | -1 | 87 | 0.2 | 12 | 0.0 | -2.2
O=C(COC(=O)c1cnc(Cl)c(Cl)c1)NCc1ccco1
→ 10 | 5 | 10 | 1 | 4 | 98 | 0.0 | 7 | 0.0 | -0.2
Fc1ccc(/C=N/Nc2ccccn2)cc1
→ 6 | 0 | -6 | -1 | 1 | 99 | -0.3 | -4 | 0.1 | -2.5
O=C(COc1ccccc1Cl)Nc1nc(-c2ccncc2)cs1
→ -7 | -2 | 12 | -2 | -8 | 95 | -2.2 | 0 | 0.3 | -2.4
O=[N+]([O-])c1nn(-c2ccccc2)n(O)c1=NCc1ccc2c(c1)OCO2
→ 7 | 4 | 3 | 2 | 0 | 95 | 0.5 | 3 | -0.1 | -0.1
CCOc1ccc(OCCOCCOc2c(Cl)cccc2Cl)cc1
→ -10 | 4 | 8 | -1 | -8 | 99 | -0.8 | -20 | -0.4 | -0.3
O=C(CCc1nc2ccccc2c(=O)[nH]1)NCc1ccccn1
→ -5 | 1 | 13 | 2 | -3 | 92 | 0.1 | 44 | 0.3 | 0.5
CC(Oc1ccc(Cl)cc1)C(=O)NCC1CCCO1 (stereo not drawn)
→ 7 | 1 | 12 | 0 | -4 | 102 | -1.2 | 0 | -0.1 | -0.4
CCCCN(CC(=O)NC(C)(C)C)C(=O)C(=O)Nc1ccc2c(c1)OCCO2
→ 5 | -3 | 1 | 2 | -2 | 102 | -1.6 | -7 | -0.1 | -0.6
CC(C)(C)OC(=O)NCc1ccc(CNC(=O)c2nc[nH]c2C(=O)NCc2ccc(CNC(=O)OC(C)(C)C)cc2)cc1
→ -4 | 0 | -1 | 0 | -1 | 93 | 1.0 | 6 | 0.9 | 4.5
FCCCOc1ccc(/C=N/OCc2ccc(Cl)cc2Cl)cc1
→ 6 | 5 | 3 | -1 | 2 | 92 | -1.9 | -24 | 0.0 | -2.3

Additional records
Value order – ABHD5-PLIN5 inh | HTR2A ag | MC4R antag cAMP | N-glyco inh | Exocytosis inh | ABCB6 inh 2 | MC4R barr agon | H9c2 protect | aDG glyco up | hiPSC survival
C=CCn1c(SCn2nnc3ccccc3c2=O)nnc1-c1ccc(Br)cc1
→ -13 | -3 | 11 | -1 | -4 | 99 | 2.1 | 6 | -0.2 | 2.8
Cc1nc2scc(-c3ccc(C(C)(C)C)cc3)c2c(=O)n1N
→ -2 | 8 | 1 | -4 | 2 | 96 | 0.9 | 12 | 0.8 | 0.3
COc1ccc(/C=C2\C(=O)c3ccccc3OC2c2ccccc2)cc1 (stereo not drawn)
→ 2 | -2 | -1 | 8 | -1 | 95 | -1.6 | -7 | -0.1 | -0.4
Cc1ccccc1Nc1ncnc2c1cnn2Cc1ccccc1
→ 3 | 1 | 10 | -9 | 2 | 99 | 1.9 | -2 | 0.1 | 0.0
CC(/C=N/Nc1ncc(C)c(=O)[nH]1)=C\c1ccccc1
→ -4 | 4 | -10 | -2 | -3 | 77 | -3.4 | -2 | 0.0 | -3.0
Cc1ccc(NC(=O)CCNC(=O)c2ccc([N+](=O)[O-])cc2)cc1C
→ 3 | 0 | 1 | 3 | 1 | 456 | -0.4 | -5 | 0.1 | -0.2
CC(=O)Nc1ccc(SCC(=O)NCC2(N3CCCCC3)CCCCC2)cc1
→ -25 | -3 | 4 | -1 | -1 | 94 | 0.2 | 5 | 0.1 | 1.6
O=C(O)c1ccccc1C=NNc1ccccn1
→ -2 | 1 | -1 | 1 | -1 | 93 | 0.1 | 2 | 0.0 | 1.3
CN(c1ccccc1)S(=O)(=O)c1cc(C(=O)N2CCN(c3ccccn3)CC2)ccc1Cl
→ 0 | -8 | 1 | -1 | 3 | 75 | -1.0 | 27 | -0.1 | -1.9
O=C1c2ccccc2C(=O)c2cc(NC(=O)C3CC3)ccc21
→ 1 | 2 | -1 | 4 | 0 | 97 | 2.4 | 12 | -0.3 | -1.8
COc1ccc(C(=O)c2oc3ccccc3c2N)cc1
→ -3 | -1 | 10 | 1 | -2 | 97 | -1.4 | -8 | -0.1 | 0.4
COc1cccc(NC(=O)Cn2c3ccc(OC)cc3c3nc4n(c(=O)c32)CCS4)c1
→ 8 | 12 | 1 | 4 | -1 | 95 | -1.7 | 3 | -0.2 | 0.0
Cc1ccc(C)c(NC(=O)CN(C)C(=O)/C=C/c2ccco2)c1
→ -2 | 3 | 11 | 2 | -2 | 90 | 0.9 | 2 | 0.6 | 0.8

Compound activity from PubChem.
